# NPY Y1 blocker: NPY-Y1 (human) receptor antagonism; inhibition, % at 3.6 µM; 200,000 tested, 1% active; HEK293-CNG Y1 cells, membrane potential fluorescence; NPY at EC95, then isoproterenol; P25929;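 active = inhibition above the campaign mean inhibition of all tested compounds plus 3 SD, cut at about 20% in these data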;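 also: 0% = DMSO wells given NPY plus isoproterenol and 100% = isoproterenol alone without NPY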
# Target sequence (P25929 whole entry, looked up): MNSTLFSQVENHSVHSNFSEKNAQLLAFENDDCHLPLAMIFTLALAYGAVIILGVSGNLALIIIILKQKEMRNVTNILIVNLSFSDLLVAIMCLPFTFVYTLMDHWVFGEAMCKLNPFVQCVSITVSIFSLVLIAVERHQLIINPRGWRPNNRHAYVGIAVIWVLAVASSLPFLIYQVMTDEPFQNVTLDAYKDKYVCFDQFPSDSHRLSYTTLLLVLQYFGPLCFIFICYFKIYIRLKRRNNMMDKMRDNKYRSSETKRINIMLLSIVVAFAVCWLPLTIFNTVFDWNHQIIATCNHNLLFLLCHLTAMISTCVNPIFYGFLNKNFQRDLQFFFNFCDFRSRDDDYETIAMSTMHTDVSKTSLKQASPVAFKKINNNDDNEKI
#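 material = HEK293 cells with Y1 receptor plus CNG channel | also added = NPY 25 nM then isoproterenol 1 µM plus Ro 20-1724 25 µM | schedule = dye 3 h, compound 60 min room temperature, stimulation 45 min | measured by = membrane potential fluorescence | benchmarks = high control isoproterenol alone, low control NPY with isoproterenol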
# Mdm2 ligase inh: Mdm2 E3 ligase (human) inhibition. Q00987. signal enhancement, % at 5 µM. 210,000 tested, 0.11% active. AID 1230. cell-based MDM2 ubiquitination luciferase reporter, 2 h; 0 = plate control, 100 = twice control, blank-subtracted;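 active = signal enhancement of 30% or more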;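 also: luminescence tracks abundance of the self-degrading MDM2-luciferase fusion protein; higher signal means inhibition of MDM2 E3 ligase activity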
#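 Timing – 2 h compound exposure at 37 °C · Assay system – mammalian cells stably expressing self-ubiquitinating, self-degrading MDM2 E3–luciferase fusion · Amount – 2000 cells seeded into each well · Measure – % luminescence enhancement versus blank-corrected plate control mean · Measured by – SteadyLite luminescence, 15 min reagent step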
# NPY2 pot ag: potentiators or agonists of human neuropeptide Y receptor Y2 | 220,000 tested, 0.45% active | AID 1359 | cells expressing NPY-Y2, potentiator/agonist read-out | activation, % at 3.6 µM; in the data active = activation above about 27%;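 also: cells stimulated with NPY near EC25 plus isoproterenol at EC100; 0% = vehicle plus submaximal agonist and 100% = vehicle plus saturating agonist; some results beyond the cut were filed as inactive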
# Runt-SMMHC FRET: inhibitors of human RUNX1 Runt domain binding to CBFb-SMMHC | Q01196+Q13951 | Cerulean-Runt/Venus-CBFb-SMMHC FRET ratio 530/480, 1 h | inhibition, % at 20 µM | 220,000 tested, 0.74% active | AID 1434;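 active = mean inhibition across duplicate retests at 20 µM reaching about 50%, limit read from the data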;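 also: 0% = DMSO wells and 100% = wells with excess untagged CBFb-SMMHC; inhibitors lower the FRET ratio by blocking Runt binding to CBFb-SMMHC; some results filed as inactive read as strong as hits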
# Target sequence (Q01196 whole entry, looked up, the tested form may be a part): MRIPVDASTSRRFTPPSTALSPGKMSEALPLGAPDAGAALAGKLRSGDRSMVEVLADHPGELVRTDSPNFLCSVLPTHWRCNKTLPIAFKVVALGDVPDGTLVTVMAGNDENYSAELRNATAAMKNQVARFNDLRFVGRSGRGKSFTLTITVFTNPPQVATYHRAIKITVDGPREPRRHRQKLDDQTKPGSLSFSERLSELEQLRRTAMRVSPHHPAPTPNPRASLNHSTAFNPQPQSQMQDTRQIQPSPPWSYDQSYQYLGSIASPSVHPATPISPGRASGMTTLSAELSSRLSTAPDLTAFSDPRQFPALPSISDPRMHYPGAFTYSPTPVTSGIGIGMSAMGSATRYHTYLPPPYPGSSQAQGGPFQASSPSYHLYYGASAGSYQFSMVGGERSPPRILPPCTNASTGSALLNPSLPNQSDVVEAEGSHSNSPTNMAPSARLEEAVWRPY
# Target sequence (Q13951 whole entry, looked up, the tested form may be a part): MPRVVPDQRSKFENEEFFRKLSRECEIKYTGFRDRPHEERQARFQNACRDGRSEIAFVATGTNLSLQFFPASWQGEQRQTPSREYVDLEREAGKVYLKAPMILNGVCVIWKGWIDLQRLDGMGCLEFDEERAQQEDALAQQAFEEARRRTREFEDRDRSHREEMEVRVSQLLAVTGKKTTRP
# Runt-CBFb FRET: inhibitors of human RUNX1 Runt domain binding to CBFb. Q01196+Q13951. Cerulean-Runt/Venus-CBFb FRET ratio 530/480, 1 h. inhibition, % at 20 µM. 220,000 tested, 0.46% active;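 active = inhibition over about 50% at 20 µM in the single-dose screen, limit read from the data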;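 also: 0% = DMSO wells and 100% = excess unlabeled CBFb competitor control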
#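 Reagent – Venus-CBFb binding partner, 100 nM · Assay system – Cerulean-tagged RUNX1 Runt domain (FRET donor) fusion protein · Input – 100 nM per protein · Incubation – two 1 h room-temperature incubations shielded from light · Measured by – FRET fluorescence · Medium – Tris buffer pH 7.5 with salts and BSA · Benchmarks – unlabeled CBFb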
# Hck Nef HTS: inhibitors of human Hck kinase activated by Nef. P08631. Recombinant Hck-YEEI plus Nef, Z-Lyte FRET kinase assay. inhibition, % at 20 µM. 220,000 tested, 0.68% active. AID 463187;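 active = Hck-Nef kinase inhibition above about 50%, limit read from the data; inactive = inhibition below that limit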;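 also: 0% = DMSO with Hck plus Nef and 100% = Hck alone without Nef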
# RBBP9 inhibitor: human RBBP9 hydrolase inhibition. AID 1515. inhibition, % at 7.94 µM. O75884. recombinant RBBP9, FP-Rh probe fluorescence polarization. 220,000 tested, 0.2% active;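 active = inhibition above the campaign mean of all tested compounds plus 3 SD, cut at about 14% in these data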;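 also: plate controls were DMSO wells with RBBP9 for no effect and wells lacking RBBP9 protein for full effect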
#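 Test system: recombinant human RBBP9. Quantity: 2.5 µM RBBP9 dispensing solution, before mixing. Detection: FP readout at 525/598 nm. Reagent: Serine-hydrolase probe FP-Rh, 375 nM pre-mixing. Measure: % inhibition. Control set: DMSO-treated enzyme wells and wells lacking RBBP9. Buffer or medium: Tris-NaCl-Pluronic buffer, pH 8.0. Times: preincubation 30 min plus labeling 45 min at 25 °C.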
# p97 ATPase inh: blocks human p97 ATPase activity; P55072; recombinant p97 ATPase, Kinase-Glo ATP luminescence, 3 h; inhibition, % at 8 µM; 220,000 tested, 0.42% active; AID 1481; in the data active = inhibition above about 15%;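 also: 0% = DMSO vehicle and 100% = wells lacking enzyme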
# NPY1 pot ag: human NPY-Y1 potentiation or agonism, primary screen | P25929 | activation, % at 3.6 µM | NPY-Y1 expressing cells, potentiator/agonist activation | 220,000 tested, 0.37% active | AID 1304; in the data active = activation above about 33%, passing the limit was not always enough;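 also: cells stimulated with NPY at EC10 then isoproterenol at EC100; 0% = low agonist plus stimulus and 100% = saturating agonist plus stimulus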
# The depositor's hits bear a star; x = no result given.
# A first look:
SMILES,NPY Y1 blocker,Mdm2 ligase inh,NPY2 pot ag,Runt-SMMHC FRET,Runt-CBFb FRET,Hck Nef HTS,RBBP9 inhibitor,p97 ATPase inh,NPY1 pot ag
CC(=O)Cc1nsc(NC(=O)c2ccc(Br)o2)n1,-3,-3,-17,1,-4,1,0,3,5
Cc1ccc(S(=O)(=O)Nc2nc3ccccc3s2)cc1,5,3,-15,0,0,1,-11,-6,8
COc1cccc2cc(-c3ccnc(N)n3)oc12,-2,-18,-13,3,0,30,-8,-10,15
O=[N+]([O-])c1cc(-c2cnc3ccccc3n2)ccc1Oc1ccc(Cl)cc1,2,-6,3,3,2,0,-6,-8,1
CCOC(=O)c1c(C)c(C(=O)NCc2cccs2)c(C)n1C,-1,-12,3,-2,-3,2,0,1,17
N#Cc1cn(CCOc2ccccc2F)c2ccccc12,2,-24,-2,-1,-1,1,-8,-3,-3
O=C(C1=C[C@H](c2coc3ccccc3c2=O)C[C@H](OCCCCO)O1)N1CCOCC1,-2,x,-3,-3,2,15,3,1,-2
CCC(=O)Nc1ccc(C(=O)n2nc(C)cc2C)cc1,-4,12,-8,-4,-2,0,-8,0,13
CCCCCC1C/C(=N\O)C=C(C)C1C(=O)OC (configuration not stated),x,-4,21,0,-1,27,-11,2,26
Cc1ccc(N(CC(=O)N2CCCCC2)S(=O)(=O)c2ccc(C)cc2)cc1,1,-6,-12,3,0,14,4,1,15
COc1ccc(/C=N/NC(=O)c2ccco2)cc1Cn1nc(C)c([N+](=O)[O-])c1C,-4,-5,20,0,-6,5,-5,2,15
CC(=O)c1cccc(NC(=S)NC(=O)Cc2ccccc2)c1,-4,-10,6,0,0,5,-4,2,23
COC(=O)C(NS(C)(=O)=O)(c1c(C)[nH]c2ccccc12)C(F)(F)F (configuration not stated),3,-20,19,-3,-1,0,-4,5,20
Cn1c(=O)n(C)c2cc(NS(=O)(=O)c3cccs3)ccc21,1,3,7,-82,-40,19,-2,6,-5
Cc1c(C(=O)NCc2ccccn2)sc2nc(-c3ccccc3)cn12,1,-5,-13,-3,0,3,-3,4,-10
CCOc1ccc(C(=O)NCC2(c3ccccc3)CCOCC2)cc1,1,-18,-8,5,0,-16,-8,-5,-4

# The whole of this part, repeating the preview:
SMILES,NPY Y1 blocker,Mdm2 ligase inh,NPY2 pot ag,Runt-SMMHC FRET,Runt-CBFb FRET,Hck Nef HTS,RBBP9 inhibitor,p97 ATPase inh,NPY1 pot ag
CC(=O)Cc1nsc(NC(=O)c2ccc(Br)o2)n1,-3,-3,-17,1,-4,1,0,3,5
Cc1ccc(S(=O)(=O)Nc2nc3ccccc3s2)cc1,5,3,-15,0,0,1,-11,-6,8
COc1cccc2cc(-c3ccnc(N)n3)oc12,-2,-18,-13,3,0,30,-8,-10,15
O=[N+]([O-])c1cc(-c2cnc3ccccc3n2)ccc1Oc1ccc(Cl)cc1,2,-6,3,3,2,0,-6,-8,1
CCOC(=O)c1c(C)c(C(=O)NCc2cccs2)c(C)n1C,-1,-12,3,-2,-3,2,0,1,17
N#Cc1cn(CCOc2ccccc2F)c2ccccc12,2,-24,-2,-1,-1,1,-8,-3,-3
O=C(C1=C[C@H](c2coc3ccccc3c2=O)C[C@H](OCCCCO)O1)N1CCOCC1,-2,x,-3,-3,2,15,3,1,-2
CCC(=O)Nc1ccc(C(=O)n2nc(C)cc2C)cc1,-4,12,-8,-4,-2,0,-8,0,13
CCCCCC1C/C(=N\O)C=C(C)C1C(=O)OC (configuration not stated),x,-4,21,0,-1,27,-11,2,26
Cc1ccc(N(CC(=O)N2CCCCC2)S(=O)(=O)c2ccc(C)cc2)cc1,1,-6,-12,3,0,14,4,1,15
COc1ccc(/C=N/NC(=O)c2ccco2)cc1Cn1nc(C)c([N+](=O)[O-])c1C,-4,-5,20,0,-6,5,-5,2,15
CC(=O)c1cccc(NC(=S)NC(=O)Cc2ccccc2)c1,-4,-10,6,0,0,5,-4,2,23
COC(=O)C(NS(C)(=O)=O)(c1c(C)[nH]c2ccccc12)C(F)(F)F (configuration not stated),3,-20,19,-3,-1,0,-4,5,20
Cn1c(=O)n(C)c2cc(NS(=O)(=O)c3cccs3)ccc21,1,3,7,-82,-40,19,-2,6,-5
Cc1c(C(=O)NCc2ccccn2)sc2nc(-c3ccccc3)cn12,1,-5,-13,-3,0,3,-3,4,-10
CCOc1ccc(C(=O)NCC2(c3ccccc3)CCOCC2)cc1,1,-18,-8,5,0,-16,-8,-5,-4
CCC(CC)C(=O)Nc1cc(OC)c(OC)cc1C(=O)O,2,-23,1,2,-1,-1,11,5,-7
C=C1c2cc(C)ccc2NC(=O)N1c1ccc(C)cc1,-1,-10,0,-2,1,0,2,2,10
CCSc1nnc([C@H](C)NC(=O)OC(C)(C)C)o1,5,-22,6,4,-2,4,-2,3,9
O=C(CN1CCN(C(=O)C2COc3ccccc3O2)CC1)Nc1ccccc1 (configuration not stated),x,-18,-11,-3,0,3,-3,7,4
COc1ccc(Cl)cc1NC(=S)NCCc1c[nH]c2ccccc12,-5,0,29,1,0,1,-4,2,25
CCOc1ncccc1C(=O)OCc1cc(=O)oc2c(C)c(C)ccc12,5,3,-5,-5,-1,19,-4,2,-23
COC(=O)c1sccc1NC(=O)CSCCc1ccccn1,12,-6,-9,16,-2,2,-9,3,13
CCN1CCN(C(=O)C2CCC(CNS(=O)(=O)c3ccccc3)CC2)CC1 (configuration not stated),4,2,11,-1,1,-2,0,-2,-17
Cc1ccc(S(=O)(=O)N2CCSC2)cc1C,3,-8,15,3,2,3,-5,3,8
O=c1cc(-c2ccc(O)cc2)oc2c([C@@H]3O[C@H](CO)[C@@H](O)[C@H](O)[C@H]3O)c(O)c([C@@H]3O[C@H](CO)[C@@H](O)[C@H](O)[C@H]3O)c(O)c12,2,x,-10,-7,-2,-8,-10,0,-14
CCOC(=O)Cn1cc(/C=C(\C#N)C(=O)N2CCOCC2)c2ccccc21,x,-12,-7,5,1,16,-10,1,5
O=Cc1ccc2noc(-c3ccc(F)cc3)c2c1,1,-8,13,-18,-1,1,-7,1,9
Cc1ccc(N(C(=O)Cn2nnc3ccccc32)C(C(=O)NCc2ccco2)c2ccc(C)o2)cc1 (configuration not stated),-4,-15,5,-1,-1,-1,-5,4,10
CC(C#N)Sc1nnc(Nc2ccccc2)s1 (configuration not stated),-5,-19,11,1,-1,24,-4,-6,-16
COC(=O)c1cc2ccccc2c(-c2c(O)ccc3ccccc23)c1O,-10,2,11,1,0,3,-9,-1,3
C/C(N)=C(/C#N)C(=O)CSc1nnc(Cc2ccccc2F)n1N,3,-7,2,0,2,-1,6,1,3
O=C(Nc1cccc([N+](=O)[O-])c1)c1cc2ccccc2cc1O,x,-23,57*,-1,-1,21,-5,12,28
Cc1ccc(CC(=O)NCCS(=O)c2ccc(Cl)cc2)cc1 (configuration not stated),6,-17,-5,1,-2,-1,-8,-6,-8
Cc1ccc(-c2csc(NC(=O)CCNC(=O)c3ccc(Cl)cc3)n2)cc1,5,x,16,-20,-5,-3,-1,0,10
COc1ccc(S(=O)(=O)NCCc2ccc(F)cc2)cc1,2,-15,-28,1,-1,4,-4,1,-30
CCC(C)N(C(=O)COC(=O)Cc1n[nH]c(=O)c2ccccc12)C1CCS(=O)(=O)C1 (configuration not stated),3,-19,5,-3,-2,3,-8,2,8
Cc1cc(C(=O)CN2C(=O)NC(CC(C)C)C2=O)c(C)n1-c1ccccc1F (configuration not stated),3,-24,-12,2,-3,22,-6,0,-4
O=C(OCc1cc([N+](=O)[O-])cc2c1OCOC2)c1ccccn1,2,-9,-12,0,-1,26,-5,0,-11
CC(=O)Nc1ccc(S(=O)(=O)NCC2CCC(C(=O)NC(C)c3ccccc3)CC2)cc1 (configuration not stated),1,-7,2,1,-2,-3,-3,-4,-4
c1ccc(Cn2c(CSc3nnnn3-c3ccccc3)nc3ccccc32)cc1,0,-1,8,2,-2,0,-11,3,9
COCCn1nnnc1C(c1ccc(OC)cc1)N1CCN(c2ccccc2F)CC1 (configuration not stated),0,-6,-10,4,-1,8,-3,-1,-5
CCOC(=O)CC(=O)CSc1nc(C)cc(-c2cccnc2)c1C#N,4,11,0,-8,-2,-1,-5,4,-26
CCOC(=O)c1ccc[n+](CC(=O)Nc2cc(C(F)(F)F)ccc2Cl)c1,-4,1,-4,4,-2,8,-5,2,-6
Cc1nn(C)cc1C(C(=O)NC1CCCCC1)N(C(=O)Cc1cccs1)c1ccc(Cl)cc1 (configuration not stated),4,-7,3,2,-12,4,-4,4,2
CC(=O)Nc1ccc(S(=O)(=O)NNC(=O)C(=O)NNc2ccccn2)cc1,x,-16,3,3,7,3,-8,1,-1
CC(C)(C)C1CCC(C(=O)Nc2ccccc2)CC1 (configuration not stated),9,5,-2,-1,0,4,-7,2,5
O=C(CCN1C(=O)c2ccccc2S1(=O)=O)N1CCN(c2ccccc2)CC1,0,-8,10,4,-2,0,-4,2,-10
CCCCOC(=O)Nc1cccc(Cl)c1C,6,5,5,3,0,-1,0,-2,15
CCc1ccccc1N1C(=O)CC(N2CCc3ccccc32)C1=O (configuration not stated),4,x,-5,3,-1,0,-7,6,-1
CCN(CC)C(=O)CCSc1nnc(-c2ccncc2)o1,8,-7,2,-2,1,4,-5,3,-12
O=C(CCNS(=O)(=O)c1cccs1)N1CCCCCC1,-2,-22,-1,1,0,-1,-7,-3,4
